Assay outcomes (PubChem BioAssay)
TRb SRC2 PPI = TRbeta-SRC2 interaction inhibition | P10828 | TRbeta-SRC2 peptide binding, fluorescence polarization; receptor liganded with 1 µM T3 | Potency, µM (titrated, usually from 106 µM), for the others: at the top dose activity change, negative = inhibition, most hits filed as inhibitors | hit rate 0.065% among 280,000 | AID 1469;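 further: plate controls were bound peptide for no effect and peptide without receptor for full effect; nearly all actives have a fitted effect of over 50% in size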
Target sequence (P10828 whole entry, looked up): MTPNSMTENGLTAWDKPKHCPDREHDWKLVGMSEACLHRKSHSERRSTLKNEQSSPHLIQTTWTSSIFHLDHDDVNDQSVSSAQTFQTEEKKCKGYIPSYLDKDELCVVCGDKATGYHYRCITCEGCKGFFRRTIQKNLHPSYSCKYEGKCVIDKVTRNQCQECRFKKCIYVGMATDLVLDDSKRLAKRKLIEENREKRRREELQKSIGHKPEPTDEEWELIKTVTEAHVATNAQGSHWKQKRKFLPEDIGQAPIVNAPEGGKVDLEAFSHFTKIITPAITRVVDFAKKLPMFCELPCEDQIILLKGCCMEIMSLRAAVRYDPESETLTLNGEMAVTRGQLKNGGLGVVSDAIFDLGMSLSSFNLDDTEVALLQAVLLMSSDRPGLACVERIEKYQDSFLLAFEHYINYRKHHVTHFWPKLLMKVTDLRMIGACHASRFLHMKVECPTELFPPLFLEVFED
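Compounds were added to 0.6 uM TRb ligand-binding domain and 20 nM Texas Red-labeled SRC2 peptide in Tris buffer containing 1 uM T3, incubated 5 hr at ambient temperature, then read by fluorescence polarization.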
aGal spleen mod = alpha-galactosidase A (human) modulation; hit rate 0.008% among 240,000; P06280; AID 2107; Potency, µM (top dose mostly 80 µM), without a hit: at the top dose activity change, negative = inhibition, most hits filed as inhibitors; human spleen homogenate, 4MU-alpha-Gal fluorescence, 40 min;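 further: 0% = enzyme with vehicle and -100% = no enzyme basal signal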
Target sequence (P06280 32-429 limits assumed): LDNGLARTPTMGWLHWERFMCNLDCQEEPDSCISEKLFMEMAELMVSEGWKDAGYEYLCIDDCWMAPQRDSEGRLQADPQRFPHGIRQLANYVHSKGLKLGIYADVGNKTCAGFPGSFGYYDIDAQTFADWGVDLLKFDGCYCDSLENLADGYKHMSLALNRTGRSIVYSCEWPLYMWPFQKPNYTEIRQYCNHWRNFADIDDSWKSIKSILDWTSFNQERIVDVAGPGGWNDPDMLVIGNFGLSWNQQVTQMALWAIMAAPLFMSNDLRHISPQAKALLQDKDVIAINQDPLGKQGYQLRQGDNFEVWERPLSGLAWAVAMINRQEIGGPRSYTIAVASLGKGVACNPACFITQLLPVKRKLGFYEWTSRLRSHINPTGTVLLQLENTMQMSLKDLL
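Human spleen homogenate (1 ug) as enzyme source, 4-methylumbelliferyl-alpha-D-galactopyranoside 1 mM final, citrate/phosphate pH 5.0 with 0.01% Tween-20. Compounds 40 min at 37C, NaOH/glycine stop; fluorescence Ex 365/Em 440, Hill-fit AC50.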
L3MBTL1 inh = blocks human L3MBTL1 | hit rate 0.66% among 230,000 | AlphaScreen L3MBTL1–H3K9me1 peptide binding | Q9Y468 | Potency, µM (top dose mostly 57.1 µM), without a hit: top-dose activity, negative = inhibition, most hits filed as inhibitors; further: nearly all actives have a fitted effect of over 60% in size
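AlphaScreen proximity signal between nickel-chelate acceptor and streptavidin donor beads (final 10 ug/mL) reports binding of 50 nM L3MBTL1 to 75 nM biotin-H3 K9me1 peptide; complex incubated with compounds 30 min at room temperature; cefsulodin titration as control.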
ALDH1A1 inh = ALDH1A1 (human) enzyme inhibition. Purified ALDH1A1, NADH fluorescence, propionaldehyde substrate. Potency, µM (titrated, usually from 75.3 µM), for inactives: at the highest dose activity, negative = inhibition, most hits filed as inhibitors. hit rate 7.3% among 220,000; active means well fitted inhibition curve with a large enough effect, not every such curve was filed as active; inconclusive means small, poorly fitted or top-dose-only effect, or another doubt; inactive means no such curve, though single readings can be large or run the other way;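 further: plate controls were no enzyme wells and a reference inhibitor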
TR SRC2 fluor cs = Texas Red fluorescence interference in TRb-SRC2 counter-screen | Potency, µM (titrated, usually from 106 µM), inactives show at the top dose fluorescence change, negative = quenching | TRb/SRC2 Texas Red total fluorescence interference | AID 1479 | hit rate 0.29% among 280,000; active means well fitted curve in either direction with a large enough effect; inconclusive means small, poorly fitted or top-dose-only effect
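Human TRβ ligand-binding domain (0.6 uM) and Texas Red SRC2 peptide (20 nM) in Tris buffer with 1 uM T3 and 5% DMSO were incubated with pinned compound for 5 hr at ambient temperature. Total fluorescence was computed as S + 2P (555/632 nm).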
Tau FP inhib = inhibitors of human tau fibril formation. K18 P301L tau heparin fibrillization, Alexa594 FP, 6 h. Potency, µM (series often up to 57.7 µM), for the others: at the top dose activity, negative = inhibition, most hits filed as inhibitors. hit rate 0.39% among 280,000. AID 1468; further: nearly all actives have a fitted effect of over 55% in size
Target sequence (P10636 561-689 P618L limits assumed): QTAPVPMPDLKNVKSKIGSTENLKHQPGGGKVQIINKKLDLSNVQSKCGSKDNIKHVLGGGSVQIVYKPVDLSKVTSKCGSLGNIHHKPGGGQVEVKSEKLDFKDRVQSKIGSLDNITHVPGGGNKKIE
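Recombinant K18 P301L […], labeled with Alexa 594 at 0.24 uM over 15 uM unlabeled; heparin inducer 20 uM final; 37 C, 6 hr; FP endpoint.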
Tau fibril ThT = blocks human tau fibril formation measured by thioflavin T; P10636; hit rate 2.1% among 270,000; Potency, µM (series often up to 57.4 µM), for the others: at the highest dose activity, negative = inhibition, most hits filed as inhibitors; AID 1460; recombinant tau K18 P301L, heparin-induced fibrillization, ThT fluorescence; further: nearly all actives have a fitted effect of over 55% in size
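Aggregation was driven by heparin (20 uM final) acting on recombinant tau […] bearing P301L in 100 mM sodium acetate pH 7; fibrils were detected with Thioflavin T.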
Tau fluor cs = counter-screen for tau fibril formation inhibitors | tau K18 P301L (four-repeat tau fragment) Alexa594 fluorescence, heparin fibrillization | hit rate 0.93% among 280,000 | Potency, µM (titrated, usually from 57.7 µM), without a hit: at the top dose activity change, negative = decrease; further: nearly all actives have a fitted effect of over 55% in size
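Human K18 P301L tau (15 uM unlabeled plus 0.24 uM Alexa 594-labeled, final) in 100 mM sodium acetate pH 7 was mixed with compound and 20 uM heparin and incubated 6 hr at 37 C.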
Starred values were filed as active, the others as inactive; ? = inconclusive; · = no result given; [ ] = another dose, or the depositor's remark. Unless noted, the call rests on the fitted dose curve; in most records, active means well fitted curve in the direction sought with a large enough effect; inconclusive means small, poorly fitted or top-dose-only effect, or another doubt; inactive means no such curve, though single readings can be large; an effect the other way counts as inactive or inconclusive. Unless noted, on the % scale 0 is the no-effect control and ±100 the full control effect; potency means the concentration at half of the fitted maximal effect.

Start of the data: the first 5 compounds as a preview:
SMILES | TRb SRC2 PPI | aGal spleen mod | L3MBTL1 inh | ALDH1A1 inh | TR SRC2 fluor cs | Tau FP inhib | Tau fibril ThT | Tau fluor cs
c1ccc(-c2ccc(C3=Nn4c(nnc4-c4cccs4)SC3)cc2)cc1 | 4% | -3% | ? | · | -3% | -7% | ? | -11%
CCc1nc(NCc2ccccc2)c(C#N)c2c1CCCC2 | -2% | 8% | 25% | ? | 0% | 3% | 0% | 1%
Cc1ccc(C(=O)NNc2cc(N3CCCC3)nc(N3CCCC3)n2)cc1 | -20% | 11% | -17% | -7% | 6% | -1% | ? | -18%
CCC(=O)Nc1nnc(SCc2cccc(F)c2)s1 | 4% | -9% | 2% | -5% | -2% | 1% | -1% | -3%
Fc1ccccc1-c1n[nH]c(=S)n1/N=C/c1c[nH]c2ccccc12 | -7% | 1% | · | · | -2% | 6% | · | -30%

This part in full, previewed entries included:
SMILES | TRb SRC2 PPI | aGal spleen mod | L3MBTL1 inh | ALDH1A1 inh | TR SRC2 fluor cs | Tau FP inhib | Tau fibril ThT | Tau fluor cs
c1ccc(-c2ccc(C3=Nn4c(nnc4-c4cccs4)SC3)cc2)cc1 | 4% | -3% | ? | · | -3% | -7% | ? | -11%
CCc1nc(NCc2ccccc2)c(C#N)c2c1CCCC2 | -2% | 8% | 25% | ? | 0% | 3% | 0% | 1%
Cc1ccc(C(=O)NNc2cc(N3CCCC3)nc(N3CCCC3)n2)cc1 | -20% | 11% | -17% | -7% | 6% | -1% | ? | -18%
CCC(=O)Nc1nnc(SCc2cccc(F)c2)s1 | 4% | -9% | 2% | -5% | -2% | 1% | -1% | -3%
Fc1ccccc1-c1n[nH]c(=S)n1/N=C/c1c[nH]c2ccccc12 | -7% | 1% | · | · | -2% | 6% | · | -30%
CCn1c(=NC(=O)C2COc3ccccc3O2)sc2c(C)ccc(OC)c21 (stereo unspecified) | -4% | ? | · | · | -3% | -16% | · | ?
CCOc1ccccc1NC(=S)Nc1ccc2cn[nH]c2c1 | -2% | 4% | · | · | -4% | -1% | ? | -19%
O=C(Nc1cccc2cccnc12)c1ccc(Br)o1 | -8% | 0% | -2% | ? | 0% | -11% | -20% | -26%
O=C(c1cccc(F)c1)N1CCN(Cc2c[nH]c3ccccc23)CC1 | -22% | -11% | 4% | -13% | 2% | 11% | -5% | 3%
CNC(=O)Nc1ccc(Cl)cc1 | -3% | 0% | -4% | 17% | 3% | 8% | -10% | -11%
Cc1ccc(Cc2c(C)nc3nc(SCC(=O)NCCC(C)C)nn3c2C)cc1 | 0% | · | · | · | -1% | -1% | -13% | -15%
CN(C)c1ccc(/C=N/NC(=O)c2cnc3ccccc3c2)cc1 | -1% | 7% | · | · | 3% | -2% | 0.63µM* | -22%
CC(NC(=O)c1ccc(CS(=O)(=O)c2cccc(C(F)(F)F)c2)o1)c1ccc2c(c1)OCCO2 (stereo unspecified) | 0% | 2% | · | 2% | -3% | 4% | -8% | -19%
Cc1cc(C)c(C)c(N=Nc2nc3ccccc3n2C)c1C | -4% | 6% | ? | -14% | 4% | -20% | 8.9µM* | ?
CC(C)N1CCc2c(sc(NC(=O)c3ccc(S(=O)(=O)N4CCc5ccccc54)cc3)c2C(N)=O)C1 | -3% | 7% | -21% | ? | -4% | 2% | ? | -25%
CCC(CC)C(=O)N1N=C(c2ccc(NS(C)(=O)=O)cc2)CC1c1ccc(C)cc1 (stereo unspecified) | -3% | ? | · | · | 3% | 0% | · | ?
N=C1C(c2ccccc2)=C(O)CN1c1cccc(S(=O)(=O)N2CCCCC2)c1 | 1% | 4% | -8% | · | 2% | 9% | -10% | -14%
Nc1ncnc2nc(SCCOc3ccc(Cl)cc3)[nH]c12 | -1% | 7% | 14% | 8% | 1% | -4% | -18% | -14%
O=C(Nc1ccc(Br)cc1F)N1CCC(CN2CCc3ccccc3C2)CC1 | 0% | · | · | · | 7% | 1% | -2% | -6%
N#Cc1c(-n2cccc2)cccc1-n1cccc1 | -3% | -3% | -11% | ? | -1% | ? | -14% | -23%
CCOC(=O)Cc1c(C)nc2c(-c3ccccc3)cnn2c1C | 6% | 4% | 87%[activator] | -6% | -3% | -2% | -10% | -18%
CCOC(=O)C1CCCN(S(=O)(=O)c2cc3c(cc2C)NC(=O)CO3)C1 (stereo unspecified) | -4% | · | · | · | 1% | 1% | -2% | -16%
Cc1cc(N2CCN(c3cccc(C(F)(F)F)c3)CC2)n2nc(-c3ccccc3)nc2n1 | -2% | · | · | · | 0% | 2% | -5% | -2%
CCCCCCc1ccc(-c2ncc(N)cn2)cc1 | -2% | -5% | 14% | ? | -1% | 7% | -20% | 14µM*[quencher]
COc1cc(Cn2c(N)c(C#N)c3nc4ccccc4nc32)cc(OC)c1 | 5% | ? | 17% | -3% | 3% | ? | 18% | ?
The list goes on:
SMILES | TRb SRC2 PPI | aGal spleen mod | L3MBTL1 inh | ALDH1A1 inh | TR SRC2 fluor cs | Tau FP inhib | Tau fibril ThT | Tau fluor cs
C=CCn1c(SCC(=O)c2ccc(OC)cc2)nnc1C(C)NC(=O)c1cccs1 (stereo unspecified) | -4% | 4% | · | ? | -2% | 1% | -2% | 6%
O=C(Nc1cnn(C23CC4CC(CC(C4)C2)C3)c1)c1cnn2cccnc12 | -3% | -11% | 5% | ? | 5% | 5% | -10% | -9%
Oc1c(Br)cc(Br)cc1CNc1ccc(F)cc1 | 3% | 2% | · | ? | 0% | 1% | ? | ?
COc1ccc(-c2cc(-c3nnc(COC(=O)c4ccncc4)o3)c3ccccc3n2)cc1OC | 4% | 1% | 19% | -4% | 4% | 4% | -15% | ?
COc1ccc(N2CCN(CC(=O)Nc3ccc(SC(F)F)cc3)CC2)cc1 | 6% | 1% | -19% | 0% | -29% | 11% | ? | ?
CCCn1c(=O)c2[nH]cnc2n(-c2ccccc2C)c1=O | 2% | 5% | 4% | · | -2% | -7% | -3% | -8%
N/C(=N\OC(=O)c1ccc(Cl)c(Cl)c1)c1ccccn1 | 0% | 8% | 1% | 12% | -1% | 0% | ? | 3%
Cc1ccc(NC(=O)N2CCC(n3c(C)nc4cccnc43)CC2)c(Cl)c1 | 0% | · | · | · | -1% | 7% | -3% | 4%
Cc1ccc2c(c1)C(O)(c1c(C)[nH]c3ccccc13)C(=O)N2 (stereo unspecified) | -5% | -24% | · | ? | -2% | 11% | ? | ?
COC(=O)CNc1n[nH]c(=S)[nH]c1=O | 4% | 7% | 8% | 4% | 1% | 3% | -2% | -2%
CC(C)(C)OC(=O)NCCc1n[nH]c(=S)o1 | -5% | 9% | 16% | · | -2% | 1% | -7% | -6%
COc1ccccc1NC(=O)c1cc2cc(Br)ccc2cc1O | 11% | 10% | · | · | -10% | -6% | · | 6.3µM*[quencher]
CCOC(=O)C1CCCN(C2CC(=O)N(c3ccc(NC(C)=O)cc3)C2=O)C1 (stereo unspecified) | -2% | 2% | · | 32µM* | 0% | 2% | -6% | 1%
COC(=O)c1ccccc1NC(=O)Cn1cnc2ccc(S(=O)(=O)N3CCC(C)CC3)cc2c1=O | -4% | 5% | -5%[11.4 µM] | -5% | 2% | 2% | -4% | -4%
COc1ccc(CCNC(=O)c2cnccn2)cc1 | -6% | -2% | · | -10% | 0% | -1% | -8% | -5%
C=CCN(C(=O)CN1CCOCC1)c1nc(C)c(-c2ccccc2)s1 | -8% | -6% | · | 1% | 0% | 3% | -10% | -14%
NCCC[C@@H](CC(=O)N[C@@H]1CCCC[C@H]1C(=O)N[C@H](CC(=O)N[C@@H](CCC(=O)O)CC(=O)O)Cc1c[nH]c2ccccc12)NC(=O)C[C@H](Cc1ccccc1)NC(=O)[C@@H]1CCCC[C@H]1N | 5% | -13% | · | 5% | 0% | 10% | -15% | -10%
Cc1ccc(S(=O)(=O)N(C)C)cc1NC(=O)COC(=O)c1ccc2c(c1)OCCO2 | 9% | -1% | · | -6% | -7% | -10% | -3% | -15%
COc1cc(NC(=O)SC2=NCCS2)cc(OC)c1 | 3% | -1% | -11% | ? | -2% | -7% | -16% | -27%
COc1ccc(-c2csc3[nH]c(=S)n(-c4ccccc4)c(=O)c23)cc1OC | 3% | 5% | 4% | -14% | -2% | -5% | ? | -13%
O=c1c2ccccc2nnn1CSc1ccccc1 | 4% | 6% | 15% | -11% | -20% | 5% | -2% | -5%
Cc1ccccc1NCC(=O)c1ccc(Br)cc1 | -2% | 8% | 10% | 5% | -4% | 4% | ? | -27%
CC(C)c1ccc(CC(NC(=O)c2ccccc2)C(=O)NCC(=O)O)cc1 (stereo unspecified) | -3% | -2% | 4% | 1% | -1% | 14% | 1% | 0%
Cc1nc2ccc(NC(=O)Cc3ccc4c(c3)OCCO4)cc2s1 | 15% | 7% | 4% | 14% | 1% | 2% | ? | -20%
C#CCOCCOCCOCCNc1nc(N2CCN(C(=O)C(Cc3ccc(O)cc3)n3cc(C(N)CC(C)C)nn3)CC2)nc(N2CCN(C(=O)C(Cc3cc4ccccc4[nH]3)n3cc(C(N)C(C)CC)nn3)CC2)n1 (stereo unspecified) | 1% | -7% | -15% | -3% | -1% | 3% | -14% | 0%

Rewritten as a markdown table: four of the compounds above.
| Molecule | TRb SRC2 PPI | aGal spleen mod | L3MBTL1 inh | ALDH1A1 inh | TR SRC2 fluor cs | Tau FP inhib | Tau fibril ThT | Tau fluor cs |
| --- | --- | --- | --- | --- | --- | --- | --- | --- |
| COc1ccc(N2CCN(CC(=O)Nc3ccc(SC(F)F)cc3)CC2)cc1 | 6% | 1% | -19% | 0% | -29% | 11% | ? | ? |
| Cc1ccc(NC(=O)N2CCC(n3c(C)nc4cccnc43)CC2)c(Cl)c1 | 0% | · | · | · | -1% | 7% | -3% | 4% |
| CCOC(=O)C1CCCN(C2CC(=O)N(c3ccc(NC(C)=O)cc3)C2=O)C1 (stereo unspecified) | -2% | 2% | · | 32µM* | 0% | 2% | -6% | 1% |
| COc1cc(NC(=O)SC2=NCCS2)cc(OC)c1 | 3% | -1% | -11% | ? | -2% | -7% | -16% | -27% |
